Screening results: PubChem, several laboratories
LYP phosphatase: inhibitors of LYP phosphatase, biochemical, fluorescence intensity, uHTS (AID 1779); recombinant LYP phosphatase, fluorescence intensity; higher % means a stronger effect; inhibition, % at 11.5 µM, or IC50 in µM where a hit was titrated; 290,000 compounds, 0.054% hits;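 further: plate controls were vehicle with enzyme for no effect and no enzyme for full effect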
M1AAP inhibition: P. falciparum M1AAP inhibitors, biochemical, fluorogenic H-Leu-NHMec substrate, 1536-well (AID 1445) | recombinant M1AAP, H-Leu-NHMec fluorogenic kinetic assay; higher % means a stronger effect | 220,000 compounds, 0.42% hits | inhibition, % at 30 µM, or IC50 in µM where a hit was titrated;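 active means primary inhibition above the hit cutoff, then over 50% inhibition at one or more dose response concentrations, cut at about 23% in these data, passing the limit was not always enough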;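 further: plate controls were DMSO full reaction for no effect and no enzyme background for full effect; strong numbers were not always called active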
XIAP displacement: small molecules displacing peptide from XIAP – biochemical, IAP family, fluorescence polarization (AID 1018). XIAP BIR domain, fluorescence polarization peptide displacement; higher % means a stronger effect. 200,000 compounds, 0.007% hits. displacement, % at 20 µM, or IC50 in µM where a hit was titrated; in the data active means displacement above about 50%; further: a part of the inactive calls stands beside numbers as strong as those of hits
Siah-1 displacement: Siah-1 peptide-binding antagonists, primary screen, biochemical, fluorescence polarization, rhodamine-plectin, uHTS (AID 1817); 290,000 compounds, 0.02% hits; displacement, % at 20 µM, or IC50 in µM where a hit was titrated; Siah-1 / rhodamine-plectin peptide fluorescence polarization; higher % means a stronger effect;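 active means displacement of at least 50% at 20 µM, with a fluorescence ratio check between 0.3 and a set limit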;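 further: plate controls were Siah plus tracer with DMSO for no effect and tracer alone without Siah for full effect; strong numbers were not always called active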
Hep lipid drop: hepatic lipid droplet formation modulation; inhibition, % at 6.5 µM; 240,000 compounds, 0.4% hits; AID 1656; AML12 mouse hepatocytes, oleate lipid droplets, BODIPY imaging;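 active means lipid droplet intensity inhibited by at least 50%, with more than 500 cells counted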
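material = mouse AML12 hepatocyte cell line, fixed after treatment | also added = 100 µM oleic acid challenge | doses = compound at 6.5 µM only | schedule = overnight exposure | technique = Image-based BODIPY and DAPI two-channel analysis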
NOD2 inhibition: inhibition of NOD2-driven NF-kB reporter – cell-based, luminescence, uHTS, HEK293 (AID 1566); inhibition, % at 4 µM; hits with a dose series show EC50 in µM; HEK293 NOD2/NF-kB luciferase reporter, luminescence; higher % means a stronger effect; 290,000 compounds, 0.63% hits; further: many of its hits are not listed in these tables
AID2073: inhibitors of Mint1-CaV2.2 protein interaction, biochemical, HTRF (AID 2073). HTRF protein-protein interaction, Mint1-CaV2.2; higher % means a stronger effect. inhibition, % at 20 µM; hits with a dose series show IC50 in µM. 290,000 compounds, 0.19% hits; in the data active means inhibition mostly above about 51%, no sharp cut-off; further: some results filed as inactive read as strong as hits
P. falciparum M17LAP: P. falciparum M17LAP inhibitors, primary screen, biochemical, fluorogenic H-Leu-NHMec substrate, 1536-well (AID 1619). recombinant M17LAP, H-Leu-NHMec fluorogenic kinetic assay; higher % means a stronger effect. one-dose inhibition, % at 30 µM; IC50 in µM for titrated hits. 220,000 compounds, 0.38% hits;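 active means compound inhibiting the enzyme by more than half at any dose during confirmatory dose-response retesting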;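 further: plate controls were full reaction with DMSO carrier for no effect and no enzyme background for full effect; strong numbers were not always called active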
CSM14.1 death rescue: protection against thapsigargin-triggered cell killing – 384-well, CSM14.1, ATP luminescence, primary screen (AID 1222) | one-dose cellular ATP content (survival), % at 20 µM; EC50 in µM for titrated hits | 190,000 tested, under 10 active | CSM14.1 thapsigargin-induced death rescue, ATP luminescence; higher % means a stronger effect;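 active means EC50 below 50 µM in the dose-response confirmation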;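 further: death triggered by thapsigargin at about 15 µM added after 2 h compound pretreatment; cell ATP read after overnight thapsigargin exposure of roughly 18 to 22 hours; normalized against plate controls of thapsigargin alone and 5% DMSO vehicle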
Hep lipid drop cells 6.5 µM: also measured in Hep lipid drop; calls as there; cell count; measured here: cell count, cytotoxicity flag;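 cells counted across two imaged fields per well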
Active calls of the source: *; . = not tested or not shown. Unless noted, no stated cut-off is given here; in the data, active means inhibition above about 50%; inactive means the rest.

(1) Cc1ccc(C(=O)OCn2nnc3ccccc3c2=O)cc1[N+](=O)[O-]
(2) C=C(C)C(=O)Oc1ccc(N2C(=O)[C@@H]3C4C=CC(C4)[C@@H]3C2=O)cc1
(3) Cc1ccc(/C=C/C(=O)Nc2ccc([N+](=O)[O-])c(NC(=O)/C=C/c3ccc(C)o3)c2)o1
(4) CCCOc1ccc(C(=O)NCc2ccco2)cc1
(5) CC(C)N1CCN(Cc2nc3ccccc3s2)CC1CCO (stereo unspecified)
(6) COCCN1CCN(Cc2nc(Cc3ccc(OC)c(OC)c3)no2)CC1
(7) CN(Cc1ccccc1)C(=O)[C@@H]1CCCN1S(=O)(=O)c1ccc(Cl)cc1
(8) COc1ccc(NC(=O)OCCn2c([N+](=O)[O-])cnc2C)cc1

assay / entry	1	2	3	4	5	6	7	8
LYP phosphatase	-1%	-5%	32%	-4%	-8%	-9%	-9%	-9%
M1AAP inhibition	-2%	.	15%	6%	5%	7%	.	2%
XIAP displacement	-1.1%	.	-7.3%	-0.4%	-8.4%	-7.1%	.	-8.5%
Siah-1 displacement	9%	8%	2%	-1%	3%	2%	0%	8%
Hep lipid drop	-13	27	-2	.	0	16	-23	-6
Hep lipid drop cells 6.5 µM	683	783	657	.	611	713	857	631
NOD2 inhibition	6%	-2%	12%	-14%	2%	-8%	8%	2%
AID2073	10%	-5%	86%	0%	29%	-4%	-14%	1%
P. falciparum M17LAP	-4%	.	34%	-7%	9%	-16%	.	22%
CSM14.1 death rescue	0.6%	.	-3.5%	-1.4%	-0.6%	-0.8%	.	-0.1%

(9) COc1ccc(CNCCCSc2ncccn2)cc1OC
(10) O=C(CN(c1ccccc1)S(=O)(=O)c1ccc(F)cc1)NC1CCS(=O)(=O)C1 (stereo unspecified)
(11) O=C(N/N=C\c1cc2c(cc1Cl)OCO2)c1cccnc1
(12) COc1cccc(CC2(CO)CCCN(S(=O)(=O)N(C)C)C2)c1 (stereo unspecified)
(13) O=C(Nc1ccc(F)cc1)c1ccc(S(=O)(=O)NCC2CCCO2)cc1 (stereo unspecified)
(14) COC(=O)/C(NC(C)=O)=C(\C)c1ccc(Cl)cc1
(15) CC(C)c1ccc(N)c(S(=O)(=O)O)c1
(16) C/C(CCc1oc2c(Br)cc(Br)cc2c1-c1ccc(C)o1)=N\O

assay / entry	9	10	11	12	13	14	15	16
LYP phosphatase	-6%	-7%	-3%	-5%	-10%	-5%	-6%	2%
M1AAP inhibition	.	4%	.	0%	8%	2%	3%	5%
XIAP displacement	.	-4.6%	.	-5.6%	1.7%	-6.8%	.	-4.4%
Siah-1 displacement	1%	9%	-6%	-3%	0%	-6%	3%	0%
Hep lipid drop	5	18	-20	-16	.	-11	3	-27
Hep lipid drop cells 6.5 µM	785	651	810	756	.	755	759	724
NOD2 inhibition	15%	4%	5%	12%	29%	11%	16%	0%
AID2073	1%	-6%	12%	-2%	-4%	32%	-6%	13%
P. falciparum M17LAP	.	8%	.	6%	-7%	17%	-2%	17%
CSM14.1 death rescue	.	0.4%	.	-1.4%	0.2%	0.7%	.	-3.5%

(17) O=c1c(CN2CCN(Cc3ccccc3F)C(CCO)C2)coc2ccccc12 (stereo unspecified)
(18) S=c1nc(-c2ccc(Br)cc2)[nH]c2ccccc12
(19) COc1ccccc1C(=O)NCCCN1CCCC1=O
(20) COc1ccccc1-n1nnnc1SCC(=O)N(CC(C)C)C1CCS(=O)(=O)C1 (stereo unspecified)
(21) COc1ccc(NC(=O)/C=C/c2cccc(C(F)(F)F)c2)cn1
(22) Cc1[nH]c2ccccc2c1C(=O)NS(=O)(=O)Nc1ccccc1
(23) CCOc1ccc2nc(COC(=O)c3cccs3)c(C(C)=O)[n+]([O-])c2c1
(24) COc1cc(CC(=O)O)ccc1OCc1ccccc1

assay / entry	17	18	19	20	21	22	23	24
LYP phosphatase	-12%	-2%	-3%	-6%	-7%	-8%	-5%	-8%
M1AAP inhibition	.	0%	3%	.	.	2%	1%	6%
XIAP displacement	.	.	-9.4%	.	.	-5.8%	.	.
Siah-1 displacement	-3%	2%	-4%	5%	2%	8%	-5%	14%
Hep lipid drop	0	-24	-11	18	13	1	-2	12
Hep lipid drop cells 6.5 µM	815	662	663	717	787	716	695	718
NOD2 inhibition	-6%	-14%	7%	16%	30%	8%	-3%	22%
AID2073	3%	15%	2%	6%	8%	-9%	8%	-5%
P. falciparum M17LAP	.	-5%	3%	.	.	-2%	9%	-1%
CSM14.1 death rescue	.	.	1.6%	.	.	1.5%	.	.

(25) Cc1cc(Cl)ccc1NC(=S)Nc1ccccn1
(26) Cc1ccc(S(=O)(=O)NNC(=O)c2csnn2)cc1
(27) COc1ccccc1NC(=O)CCC(=O)N(Cc1ccc(OC)c(OC)c1)c1nccs1
(28) CC(C)C(C(=O)NCC1CCCO1)N(CC1CCCO1)C(=O)CNS(=O)(=O)c1ccccc1 (stereo unspecified)
(29) CCOc1ccc2nc(NC(=O)/C=C/c3ccc4c(c3)OCO4)sc2c1
(30) CCOc1ccc(NC(=O)CSc2nnc(-c3ccco3)n2C)cc1
(31) CNS(=O)(=O)c1ccc(C(C)(C)C)cc1
(32) COc1ccc(CCNC(=O)c2ccc(N(C)S(=O)(=O)c3ccccc3)cc2)cc1

assay / entry	25	26	27	28	29	30	31	32
LYP phosphatase	1%	-7%	-1%	-18%	-10%	-8%	-3%	-2%
M1AAP inhibition	5%	3%	-1%	.	6%	-2%	.	0%
XIAP displacement	-10%	-2.5%	-0.3%	.	-8.5%	-1.4%	-4.2%	.
Siah-1 displacement	2%	-3%	0%	0%	-4%	2%	-1%	3%
Hep lipid drop	-6	-2	5	-28	4	.	2	0
Hep lipid drop cells 6.5 µM	582	595	745	777	705	.	637	701
NOD2 inhibition	-45%	14%	7%	1%	-26%	4%	11%	8%
AID2073	42%	17%	12%	3%	17%	-8%	-5%	8%
P. falciparum M17LAP	-4%	3%	8%	.	5%	39%	.	-7%
CSM14.1 death rescue	3.0%	-2.3%	1.3%	.	-3.0%	2.6%	2.4%	.

Nothing new here: four of the compounds above.
(29) CCOc1ccc2nc(NC(=O)/C=C/c3ccc4c(c3)OCO4)sc2c1
(30) CCOc1ccc(NC(=O)CSc2nnc(-c3ccco3)n2C)cc1
(31) CNS(=O)(=O)c1ccc(C(C)(C)C)cc1
(32) COc1ccc(CCNC(=O)c2ccc(N(C)S(=O)(=O)c3ccccc3)cc2)cc1

assay / entry	29	30	31	32
LYP phosphatase	-10%	-8%	-3%	-2%
M1AAP inhibition	6%	-2%	.	0%
XIAP displacement	-8.5%	-1.4%	-4.2%	.
Siah-1 displacement	-4%	2%	-1%	3%
Hep lipid drop	4	.	2	0
Hep lipid drop cells 6.5 µM	705	.	637	701
NOD2 inhibition	-26%	4%	11%	8%
AID2073	17%	-8%	-5%	8%
P. falciparum M17LAP	5%	39%	.	-7%
CSM14.1 death rescue	-3.0%	2.6%	2.4%	.

Additional entries follow:
(33) CCOc1ccc(S(=O)(=O)Nc2cccc(-c3ccc(N4CCCCCC4)nn3)c2)cc1
(34) CCc1ccc(Nc2nnc(SCC(=O)N(C)C3CCS(=O)(=O)C3)s2)cc1 (stereo unspecified)
(35) CC1CCCN(CCOCCOc2ccc(Cl)cc2Br)C1 (stereo unspecified)
(36) Clc1ccc(CN(CC2CCCO2)C(c2cccs2)c2nnnn2C2CCCC2)cc1 (stereo unspecified)
(37) COc1ccccc1/C=C1\C(=O)Nc2ccccc21
(38) CCN(c1ccc(OC)cc1)S(=O)(=O)c1nnc(NC(=O)COc2ccc(C)cc2)s1
(39) Cc1ccc(C)c(C(=O)Cn2ncc(Cl)c(Cl)c2=O)c1
(40) CCn1c(CCNC(=O)c2cccs2)n[nH]c1=S

assay / entry	33	34	35	36	37	38	39	40
LYP phosphatase	-2%	1%	-7%	9%	-5%	-5%	-4%	-5%
M1AAP inhibition	.	5%	11%	2%	.	.	0%	-1%
XIAP displacement	.	.	0.8%	0.3%	.	.	-0.1%	-4.6%
Siah-1 displacement	7%	18%	5%	4%	13%	-3%	0%	-11%
Hep lipid drop	-76	8	.	.	-10	2	-8	-7
Hep lipid drop cells 6.5 µM	726	712	.	.	810	730	741	669
NOD2 inhibition	-28%	26%	-3%	15%	27%	18%	-21%	-5%
AID2073	4%	0%	-4%	0%	-5%	43%	6%	2%
P. falciparum M17LAP	.	6%	13%	6%	.	.	-7%	1%
CSM14.1 death rescue	.	.	-1.3%	2.0%	.	.	-3.4%	-2.6%

(41) Cc1nnc(N/N=C/c2c(Cl)cccc2Cl)n1N
(42) Cc1nc(N2CCOCC2)[nH]c(=O)c1C
(43) NC(=O)N=Nc1c2[nH]c3ccccc3nc-2c2ccccc12
(44) COc1ccc(OC)c(C2/C(=C(\O)c3ccc(OC)c(Cl)c3)C(=O)C(=O)N2CCN(C)C)c1 (stereo unspecified)
(45) COCC1CCN(C(=O)c2cc(COc3ccc(OC)c4ccccc34)on2)C1 (stereo unspecified)
(46) COc1nccc(C(F)(F)F)c1C(=O)NC(=O)Nc1ccccc1
(47) O=C(Cn1nnc2ccccc21)NC1CCCCC1
(48) COc1cccc(OCCn2cc(C(=O)c3ccco3)c3ccccc32)c1
(49) O=C(NCc1cccnc1)C(C(=O)c1ccc(F)cc1)n1ccccc1=O (stereo unspecified)
(50) O=C(NC(=S)NNS(=O)(=O)c1ccccc1)c1ccccc1[N+](=O)[O-]
(51) O=C(NCC(=O)N(Cc1ccccc1)C(C(=O)NC1CCCC1)c1ccco1)c1ccco1 (stereo unspecified)

assay / entry	41	42	43	44	45	46	47	48	49	50	51
LYP phosphatase	-7%	6%	0%	-2%	-4%	-3%	-7%	1%	-3%	4%	-3%
M1AAP inhibition	12%	5%	9%	-5%	.	4%	7%	10%	1%	4%	4%
XIAP displacement	-1.7%	-6.2%	.	-2.1%	.	.	-7.8%	-9.9%	-2.7%	-6.1%	-6.3%
Siah-1 displacement	0%	1%	13%	2%	-6%	1%	4%	-7%	4%	-6%	3%
Hep lipid drop	-9	21	-1	-4	-7	-2	.	-58	3	-8	2
Hep lipid drop cells 6.5 µM	666	733	722	707	715	681	.	516	791	679	745
NOD2 inhibition	20%	3%	-20%	-9%	-30%	-9%	-7%	-11%	7%	-1%	16%
AID2073	-3%	1%	8%	-14%	-8%	-2%	-4%	9%	7%	-21%	2%
P. falciparum M17LAP	6%	10%	10%	1%	.	1%	2%	15%	3%	30µM*	8%
CSM14.1 death rescue	2.2%	-2.8%	.	-2.0%	.	.	4.0%	.	-3.9%	0.4%	1.3%

The list is partial; rates above refer to the full screens.
